Bioassay records from PubChem.
KCNK3 inh = human KCNK3 channel inhibition, primary screen. O14649. 340,000 compounds, 0.84% hits. CHO-KCNK3 thallium flux, FluxOR fluorescence; hits give low values. B-score at 10 µM;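 active means B-score under library mean minus 4 SD, starting fluorescence ratio at most library mean plus 5 SD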;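 further: more negative B-score means stronger inhibition of thallium flux through KCNK3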
Target sequence (O14649 whole entry, looked up): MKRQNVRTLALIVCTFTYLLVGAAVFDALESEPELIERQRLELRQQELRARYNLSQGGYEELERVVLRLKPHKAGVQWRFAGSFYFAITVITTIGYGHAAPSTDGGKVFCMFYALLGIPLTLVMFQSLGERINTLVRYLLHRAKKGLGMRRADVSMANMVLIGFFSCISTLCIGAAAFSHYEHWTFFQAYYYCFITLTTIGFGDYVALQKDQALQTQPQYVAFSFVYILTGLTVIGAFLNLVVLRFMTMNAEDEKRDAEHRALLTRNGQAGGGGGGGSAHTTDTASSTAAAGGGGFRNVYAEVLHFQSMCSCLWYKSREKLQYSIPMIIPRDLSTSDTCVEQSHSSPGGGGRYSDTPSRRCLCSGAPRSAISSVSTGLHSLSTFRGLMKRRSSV
GSK3A inh = inhibitors of human GSK-3 alpha kinase. P49840. ADP-Glo luminescence, 60 min. inhibition, % at 10 µM. 320,000 compounds, 0.1% hits. AID 2650;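 in the data active means inhibition above about 50%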;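 further: GST-tagged GSK-3 alpha with peptide substrate and 25 µM ATP; 0% = DMSO neutral wells and 100% = GW8510 positive control wells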
Target sequence (P49840 whole entry, looked up): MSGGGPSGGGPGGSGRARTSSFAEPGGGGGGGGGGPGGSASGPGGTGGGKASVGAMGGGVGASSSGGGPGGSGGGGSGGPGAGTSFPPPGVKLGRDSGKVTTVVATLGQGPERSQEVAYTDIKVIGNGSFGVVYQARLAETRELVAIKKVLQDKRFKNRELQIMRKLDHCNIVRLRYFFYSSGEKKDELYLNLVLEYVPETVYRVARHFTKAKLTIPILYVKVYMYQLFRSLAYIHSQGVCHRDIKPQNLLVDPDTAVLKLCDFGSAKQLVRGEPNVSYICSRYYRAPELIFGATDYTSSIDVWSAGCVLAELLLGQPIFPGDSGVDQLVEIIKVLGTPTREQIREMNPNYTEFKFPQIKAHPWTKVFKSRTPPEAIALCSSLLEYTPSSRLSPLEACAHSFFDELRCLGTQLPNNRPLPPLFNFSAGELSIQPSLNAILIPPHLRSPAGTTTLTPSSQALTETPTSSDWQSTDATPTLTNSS
GSK3B inh = human GSK3beta kinase inhibition; P49841; GST-GSK3beta kinase, ADP-Glo luminescence, 60 min; hits give low values; activity score (negative = inhibition), % at 10 µM; 300,000 compounds, 0.038% hits; AID 2097;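 active means more than half of replicate wells score below -50%, meaning over 50% inhibition versus plate controls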;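 further: 0% = median DMSO wells and -100% = median GW8510 positive control wells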
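Test system: GST-tagged human GSK3beta kinase, cell-free; evaluation: activity score scaled between in-plate DMSO and GW8510 controls; measured by: ADP-Glo luminescence; incubation: 60 min reaction, RT; benchmarks: DMSO and 20 µM GW8510; reagent: peptide substrate plus 25 µM ATP (final); medium: Tris/MgCl2 kinase buffer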
DYRK1A inh = Dyrk1A (rat) kinase inhibition. Q63470. ADP-Glo luminescence, NFATc1 peptide. inhibition, % at 12.5 µM. 310,000 compounds, 0.43% hits. AID 504441; in the data active means inhibition above about 50%;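 further: plate controls were vehicle with enzyme for no effect and no enzyme for full effect; many of its hits are not listed in these tables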
hERG rescue = hERG (human) protection from proarrhythmic block; CHO-hERG, FluxOR thallium flux, dofetilide IC70 present; activation (rescue from dofetilide block), less the hit threshold, % at 10 µM; Q12809; 310,000 compounds, 0.51% hits;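 active means activation above the mean of controls blocked by dofetilide plus 5 SD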;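 further: thallium influx through hERG after potassium depolarization seen as dye fluorescence rise; in these data hits start at about 4.7%; inactives centre near -7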
RGS4 block = human RGS4 inhibition; AID 463165; HEK293 M3R/RGS4 inducible, Fluo-4 calcium flux; hits give high values; triggered by carbachol at its EC20; P49798; 310,000 compounds, 0.45% hits; B-score at 10 µM;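 active means B-score, a plate-corrected calcium signal, over three deviations above library mean, with baseline fluorescence within five deviations of library mean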;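 further: RGS4 expression induced by doxycycline in cells with stable M3 receptor; B-score is computed from the integrated fluorescence ratio over baseline after carbachol; higher B-score means a larger calcium signal and so more RGS4 inhibition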
Target sequence (P49798 whole entry, looked up): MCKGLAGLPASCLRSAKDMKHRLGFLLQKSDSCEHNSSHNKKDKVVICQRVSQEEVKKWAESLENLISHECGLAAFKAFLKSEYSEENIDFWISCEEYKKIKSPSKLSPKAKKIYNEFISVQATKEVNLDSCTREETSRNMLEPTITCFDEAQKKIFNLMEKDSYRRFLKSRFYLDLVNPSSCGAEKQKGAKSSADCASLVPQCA
KCNK9 block = inhibitors of human KCNK9 two-pore domain potassium channel. AID 488922. B-score at 10 µM. HEK293 KCNK9, FluxOR thallium flux fluorescence; hits give low values. Q9NPC2. 310,000 compounds, 1.2% hits;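 active means ratio B-score over 3 SD below the library mean, with starting fluorescence within 5 SD of its mean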;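 further: negative B-score means less thallium flux so channel inhibition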
PolyA inhibitor = inhibitors of polyadenylation in S. cerevisiae; S. cerevisiae SKY197-pL101 polyadenylation reporter, beta-gal luminescence; efflux-impaired pdr1/pdr3 knockout yeast; score 100 = 6 SD above DMSO; calls only at 12 µM; 300,000 compounds, 0.02% hits;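 active means lowest replicate activity score at least 50, where 100 means six control SD above control mean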;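 further: yeast exposed to compound for 9 h at 30 °C; higher score means more reporter readthrough which indicates perturbed polyadenylation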
KCNQ1 block = blocks the human KCNQ1 potassium channel; P51787; CHO-K1 KCNQ1, FluxOR thallium flux fluorescence; hits give high values; B-score at 10 µM; 310,000 compounds, 1.3% hits;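 active means compounds whose thallium flux B-score, printed positive for inhibition, exceeds three library SD while starting fluorescence stays within three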;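 further: channel opened by potassium depolarization with thallium stimulus after 20 min compound exposure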
KCNQ1 act = potentiators or activators of human KCNQ1 potassium channel. CHO-K1 KCNQ1, thallium flux FluxOR fluorescence; hits give high values. B-score at 10 µM. 310,000 compounds, 0.35% hits. AID 2648;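 active means fluorescence ratio B-score, a plate-corrected score, at least three library SD, with initial intensity B-score within 5 SD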
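Assay system: CHO-K1 cells stably expressing KCNQ1; Medium: assay buffer with matched DMSO; Also added: K+/Tl+ depolarizing stimulus; Dosing: single dose; Timing: dye 90 min, compound 20 min, room temperature; Measured by: kinetic FluxOR thallium fluorescence, 10-s 1-Hz baseline, 110-s post-stimulus read; Read-out: peak-minus-minimum fluorescence over initial fluorescence, negative-control normalized, B-scored.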
RGS4 act = potentiators or activators of RGS4; HEK293 M3R/inducible RGS4, carbachol calcium flux Fluo4; hits give low values; B-score at 10 µM; 310,000 compounds, 0.92% hits;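 active means B-score of the integrated calcium signal more than 4 SD below the library mean, with starting fluorescence not abnormally high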;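 further: negative B-score means reduced calcium response which marks RGS4 activation or potentiation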
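Assay system: HEK293 FlpIn-TREx cells, stable M3R, doxycycline-inducible RGS4 / Probe or stimulus: carbachol, ECmax concentration / Times: overnight RGS4 induction, 30 min dye load 37 °C, 20 min compound RT / Signal: kinetic calcium fluorescence imaging with Fluo4-AM dye, 2 µM / Measure: Agonist-evoked peak-minus-minimum fluorescence over baseline, integrated ratio, B score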
Numbers without * were called inactive; i = inactive; · = not tested or not shown. Some of the compounds tested (hit frequency here may not be typical).

Order of results: KCNK3 inh	GSK3A inh	GSK3B inh	DYRK1A inh	hERG rescue	RGS4 block	KCNK9 block	PolyA inhibitor	KCNQ1 block	KCNQ1 act	RGS4 act
1	COc1cc(OC)cc(-c2nn[nH]n2)c1
    i	0	-3	1	-6	i	i	i	i	i	i
2	COc1ccc(-c2ccc(SCC(=O)NC3CCCCC3)nn2)cc1
    i	-2	0	0	-3	i	i	i	i	i	i
3	C/C(Cc1ccccc1)=N\NC(=O)CNC(=O)/C=C\c1ccccc1
    i	-2	2	·	-3	i	i	i	i	i	i
4	Cn1c(N)c(C(=O)/C=C/c2ccccc2)c(=O)[nH]c1=O
    i	0	3	5	-3	i	i	i	i	i	i
5	Nc1c(C(=O)Nc2cccc(F)c2)nnn1-c1ccc2c(c1)OCCO2
    i	-1	8	-5	-1	i	i	i	i	i	i
6	CCCc1cc(=O)[nH]c(SCCOC(=O)c2ccccc2)n1
    i	-1	-1	-3	-10	i	i	i	i	i	i
7	Cn1cc(P(=O)(N2CCOCC2)N2CCOCC2)cc1P(=S)(N1CCOCC1)N1CCOCC1
    i	-3	1	-2	-6	i	i	i	i	i	i
8	COc1ccc(CCCc2nnc(SCC(=O)Nc3cccc(C)c3)o2)cc1
    i	-5	1	·	-4	i	i	i	i	i	i
9	CCC(C)NC(=O)CCn1c(-c2ccccc2)cc(C(C)=O)c1C (stereo not drawn)
    i	-2	-18	-2	0	i	i	i	i	i	i
10	COC(=O)c1c(C)[nH]c(C(=O)/C=C/c2ccccc2Cl)c1C
    i	-1	2	-1	-9	i	i	i	i	i	i
11	CCCn1c(N2CCN(C(=O)N3CCCCC3)CC2)nc2ccccc21
    i	-3	3	-1	-2	i	i	i	i	i	i
12	Cc1cc(C(=O)OC2CCOC2=O)c2ccccc2n1 (stereo not drawn)
    i	-1	-5	-3	-1	i	i	i	i	i	i
13	FC(F)(F)C(Oc1nc(Nc2ccc(Cl)cc2)nc(N2CCOCC2)n1)C(F)(F)F
    i	0	3	17	-1	i	i	i	i	i	i
14	O=C(c1ccc(F)cc1)C(CN1CCOCC1)c1ccccc1 (stereo not drawn)
    i	6	1	-1	0	i	i	i	i	i	i
15	Cc1ccc(S(=O)(=O)N(C)CC(=O)Nc2nnc(CC(C)C)s2)cc1
    i	0	2	-3	-6	i	i	i	i	i	i
16	N#CC1=C(N)Oc2cc(N)ccc2C1c1ccc(Cl)cc1 (stereo not drawn)
    i	3	-2	2	-2	i	i	i	i	i	i
17	Cc1cnc(C(=O)NC(Cc2ccccc2)c2ccccc2)cn1 (stereo not drawn)
    i	0	1	1	-1	i	i	i	i	i	i
18	O=C1c2ccccc2C(=O)C12OC2c1ccc(Cl)cc1 (stereo not drawn)
    ·	3	-2	·	-12	i	i	i	i	i	i
19	CCOc1cc(N2CCOCC2)c(OCC)cc1NC(=O)CN1CCc2ccccc2C1
    i	-2	-1	4	-9	i	i	i	i	i	i
20	O=S(=O)(Nc1cccc(Oc2ccc(Cl)cc2)n1)c1ccc(F)cc1
    i	-6	-3	2	-3	i	i	i	i	i	i
21	O=C1/C(=C/c2cccs2)Cc2ccccc21
    i	-3	-7	5	-10	i	i	i	i	i	i
22	COc1ccccc1C(=O)N1CCN(S(=O)(=O)c2ccccc2)CC1
    i	-1	1	-2	-10	i	i	i	i	i	i
23	O=C(Nc1cccc(Cl)c1)N1CCCCCC1
    i	1	-2	-5	-12	i	i	i	i	i	i
24	COc1cc2c(C(=O)O)c(C)n(CC(C)C)c2c2ccccc12
    i	·	-4	-1	0	i	i	i	i	i	i
25	COc1ccc(OC)c(NC(=O)CSc2nnc(-c3ccncc3)s2)c1
    i	5	-1	·	-13	i	i	i	i	i	i
26	CCc1ccc2oc(-c3ccc(OC)cc3)cc(=Nc3cccc(C(=O)O)c3)c2c1
    i	-10	2	-3	-12	i	i	i	i	i	i
27	C[N+](C)(C)CCCCCC[N+](C)(C)C
    i	0	5	4	-1	i	i	i	i	i	i
28	Cc1nn(-c2ccccc2)nc1-c1nnc(-c2ccc(C(F)(F)F)cc2)o1
    i	-4	3	-2	-7	i	i	i	i	i	i
29	O=C(Nc1ccccc1)c1ccc2ccccc2n1
    i	3	0	5	-9	i	i	i	i	i	i
30	Cc1noc(C)c1C(=O)OCC(=O)NC(=O)NC12CC3CC(CC(C3)C1)C2
    i	2	1	3	-12	i	i	i	i	i	i

Other results follow.
Order of results: KCNK3 inh	GSK3A inh	GSK3B inh	DYRK1A inh	hERG rescue	RGS4 block	KCNK9 block	PolyA inhibitor	KCNQ1 block	KCNQ1 act	RGS4 act
31	O=[N+]([O-])c1ccccc1NC1CCN(Cc2ccccc2)CC1
    i	0	1	1	3	i	i	i	i	i	i
32	Cc1cc(NC(=O)CN2CCN(C/C=C/c3ccccc3)CC2)c([N+](=O)[O-])cc1C
    i	-2	2	-1	-8	i	i	i	i	i	i
33	CCOC(=O)c1nn(-c2ccc3c(c2)OCO3)cc1O
    i	·	0	45	-3	i	i	i	i	i	i
34	CS(=O)(=O)N1CCc2cc(C(=O)N3CCOCC3)ccc21
    i	-1	1	4	-10	i	i	·	i	i	i
35	CCN(CC)c1ccc(CNC23CN4CN(CN(C4)C2)C3)cc1
    i	-2	3	-2	-7	i	i	i	i	i	i
36	COc1ccc(OC(=O)/C=C/c2ccc([N+](=O)[O-])cc2)cc1
    i	-2	-3	-3	-7	i	i	i	i	i	i
37	CCOc1cc(C(=O)Nc2cc(C)ccc2C)ccc1OCC(=O)N1CCCCC1
    i	-4	2	3	-6	i	i	i	i	i	i
38	Cc1ccc(-n2c(=O)c3sccc3n(CC(=O)NC3CCCC3)c2=O)cc1
    i	0	0	-4	-7	i	i	i	i	i	i
39	CCOc1cc(N2CCOCC2)c(OCC)cc1NC(=O)CN1CCC(Cc2ccccc2)CC1
    i	·	0	1	-4	i	i	i	i	i	i
40	CCOC(=O)c1ccc(S(=O)(=O)N2CCN(C)CC2)cc1
    i	-5	-4	·	-6	i	i	i	i	i	i
41	COc1ccc(NC(=O)CSCc2ccc(C)cc2)cc1
    i	-2	2	-2	-4	i	i	i	i	i	i
42	CCCCNCC1CCCO1 (stereo not drawn)
    i	-2	10	-5	-6	i	i	i	i	i	i
43	Cc1c(NC(=O)COC(=O)CCc2c[nH]c3ccccc23)c(=O)n(-c2ccccc2)n1C
    i	3	0	4	-5	i	i	i	i	i	i
44	COc1ccc(-c2cc(=O)c3ccccc3s2)cc1
    i	5	1	13	-5	i	i	i	i	i	i
45	CCc1ccc(-n2nnnc2SCC(=O)NNC(=O)c2ccco2)cc1
    i	-2	0	-1	-3	i	i	i	i	i	i
46	COc1ccccc1N(CC(=O)Nc1ccc2c(c1)OCO2)S(=O)(=O)c1ccccc1
    i	·	1	2	-16	i	i	i	i	i	i
47	CCOc1ccc(N2C(=O)CSC2=S)cc1
    i	1	2	10	-4	i	i	i	i	i	i
48	Cn1c(NC(=O)c2ccc(Cl)cc2)cc(=O)n(C)c1=O
    i	0	1	-4	-7	i	i	i	i	i	i
49	CC(C)NC(=O)Cn1nc(C(F)(F)F)c2c1CCC2
    i	-1	-1	2	-7	i	i	i	i	i	i
50	CCCN(c1nc(C)cc(OC)n1)S(=O)(=O)c1ccccc1
    -12*	0	0	2	-8	i	i	i	i	i	i
51	CC(C)c1ccc(NC(=O)C2C3C=CC4(O3)C2C(=O)N(CCCN2CCOCC2)C4C(=O)NC2CCCCC2)cc1 (stereo not drawn)
    i	0	4	-2	-6	i	i	i	i	i	i
52	Cc1ccc(NC(=O)C(C)Sc2nc(-c3ccccc3)cc(=O)[nH]2)cc1 (stereo not drawn)
    i	-1	1	-1	-3	i	i	·	i	i	i
53	CCN1CCN(c2ncc3c(n2)CC(c2ccc(OC)c(OC)c2)CC3=O)CC1 (stereo not drawn)
    i	4	1	-6	-5	i	i	i	i	i	i
54	NNc1nc(Nc2ccc([N+](=O)[O-])cc2)nc(N2CCCCCC2)n1
    i	1	1	8	-5	5.7*	i	i	6*	i	i
55	N/C(=N\OC(=O)c1ccccc1Cl)c1cccc([N+](=O)[O-])c1
    i	1	-3	·	-6	i	i	i	i	i	i
56	Cc1ccc2c(c1)N(CC(=O)Nc1ccccc1F)C(=O)CO2
    i	0	2	-3	2	i	i	i	i	i	i
57	CC(Nc1ccc(Br)cn1)c1cc(Cl)ccc1O (stereo not drawn)
    i	·	1	-8	-6	i	i	i	i	i	i
58	CCCOc1ccc2c3c(c(=O)oc2c1OCCC)CCCC3
    i	-3	-1	6	-6	i	-12*	i	i	i	i
59	O=C(COc1ccc(S(=O)(=O)NC2CCCCC2)cc1)NC1CCCCC1
    i	-1	-1	-9	-2	i	i	i	i	i	i
60	Oc1ccc(N=Nc2ccc3c(c2)OCCO3)c(O)c1
    i	4	-6	3	-12	i	i	·	i	i	i

Continuation.
Order of results: KCNK3 inh	GSK3A inh	GSK3B inh	DYRK1A inh	hERG rescue	RGS4 block	KCNK9 block	PolyA inhibitor	KCNQ1 block	KCNQ1 act	RGS4 act
61	OCc1cccc[n+]1Cc1ccccc1
    i	-3	3	4	-6	i	i	i	i	i	i
62	CC(C)(C)c1ccc(S(=O)(=O)NCC(=O)Nc2ccc(-c3nc4ccccc4s3)cc2)cc1
    i	-2	2	0	-6	i	i	i	i	i	i
63	O=C(O)C[C@H]1c2cc(F)ccc2S(=O)(=O)N1C1CCN(Cc2ccccc2)CC1
    i	1	-5	·	-7	i	i	i	i	i	i
64	Cc1ccc(S(=O)(=O)N/N=C(\c2ccccc2)C2CC2)cc1
    i	-23	1	-6	-10	i	i	i	i	i	i
65	CCn1cc(C(=O)Nc2ccc(OC)c(S(=O)(=O)N3CCCCC3)c2)c(=O)c2ccc(C)nc21
    i	0	-3	-3	-3	i	i	i	i	i	i
66	COc1cccc(C(=O)N/N=C(/c2ccccc2)c2ccccn2)c1
    i	3	1	6	-2	i	i	i	i	i	i
67	COc1ccc(-c2nn(-c3ccccc3)cc2C(=O)Nc2nccs2)cc1
    i	-3	3	6	-6	i	i	i	i	i	-8.7*
